# RPL19A TOR yeast – yeast TOR pathway RPL19A-GFP modulation; hit rate 0.3% among 330,000; S. cerevisiae RPL19A-GFP strain, flow cytometry, 3 h; hits give low values; percent response vs DMSO, % at 10 µM;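 active = percent response vs DMSO below 50%; inconclusive = fewer than 70 events counted for the yeast strain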;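 also: median channel GFP fluorescence of the barcoded RPL19A-GFP strain; ratio of sample median GFP to plate DMSO average so 100% = DMSO; lower means less RPL19A-GFP as with rapamycin TOR inhibition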
# AHR activator – activators of human aryl hydrocarbon receptor; AHR-responsive luciferase reporter cells, luminescence; activation, % at 5 µM; hit rate 2.5% among 320,000; P35869; in the data active = activation above about 47%;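 also: 0% = vehicle wells and 100% = reference agonist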
# Target sequence (P35869 whole entry, looked up): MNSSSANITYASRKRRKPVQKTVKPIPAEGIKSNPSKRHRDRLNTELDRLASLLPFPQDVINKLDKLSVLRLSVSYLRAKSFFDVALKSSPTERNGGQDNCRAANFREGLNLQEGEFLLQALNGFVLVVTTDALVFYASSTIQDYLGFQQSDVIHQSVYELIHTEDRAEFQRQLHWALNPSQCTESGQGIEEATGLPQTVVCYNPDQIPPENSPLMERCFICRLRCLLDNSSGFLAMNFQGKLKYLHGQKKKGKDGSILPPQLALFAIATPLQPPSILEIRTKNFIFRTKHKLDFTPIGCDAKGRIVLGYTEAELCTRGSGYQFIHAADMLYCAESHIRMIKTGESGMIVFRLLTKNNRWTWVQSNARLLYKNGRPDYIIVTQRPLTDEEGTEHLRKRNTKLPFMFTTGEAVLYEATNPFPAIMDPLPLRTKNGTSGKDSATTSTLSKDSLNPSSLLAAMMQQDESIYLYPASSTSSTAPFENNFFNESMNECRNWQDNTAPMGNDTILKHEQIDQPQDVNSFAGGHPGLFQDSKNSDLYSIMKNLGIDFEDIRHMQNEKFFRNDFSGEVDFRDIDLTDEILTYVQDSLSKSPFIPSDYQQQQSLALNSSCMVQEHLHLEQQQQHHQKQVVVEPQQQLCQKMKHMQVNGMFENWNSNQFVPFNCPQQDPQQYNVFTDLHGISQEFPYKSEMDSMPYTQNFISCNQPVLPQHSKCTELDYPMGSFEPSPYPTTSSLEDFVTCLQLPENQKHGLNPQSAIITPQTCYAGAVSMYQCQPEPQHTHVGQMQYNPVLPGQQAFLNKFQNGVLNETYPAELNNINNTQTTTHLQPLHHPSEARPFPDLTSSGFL
# MEP2 TOR yeast – alters MEP2-GFP fluorescence in TOR pathway yeast screen. GFP response vs DMSO, % at 10 µM. hit rate 0.51% among 330,000. S. cerevisiae MEP2-GFP strain, flow cytometry GFP, 3 h; 100% = DMSO control level;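 active = GFP response versus DMSO above a set limit, roughly screen mean plus 3 SD, cut at about 180% in these data; inconclusive = fewer than 70 cells counted for a yeast strain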;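 also: median GFP fluorescence of the barcode-gated MEP2-GFP cells per well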
# LAP4 TOR yeast – yeast TOR pathway LAP4-GFP modulation; S. cerevisiae LAP4-GFP multiplex, flow cytometry GFP, 3 h; median GFP as percent of DMSO wells; GFP response vs DMSO, % at 10 µM; hit rate 0.34% among 320,000; AID 2023;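 active = GFP response vs DMSO above a set limit, about the screen mean plus 3 SD, cut at about 150% in these data; inconclusive = under 70 cell events counted for the yeast strain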
# Efflux pump mplx – blocks antifungal efflux pumps in multiplex yeast assay; inhibition, % at 10 µM; S. cerevisiae Candida pump triplex, Nile Red efflux; hit rate 0.44% among 330,000;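 active = plate passing quality check with inhibition over a set limit, or well fluorescence over plate mean plus 4 SD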;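 also: Nile Red retained in pooled yeast measured as flow cytometry median fluorescence; 0% = buffer negative control and 100% = Enniatin B positive control; higher means more Nile Red kept so more efflux inhibition; some compounds called inactive have numbers as strong as hits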
# AGP1 TOR yeast – modulators of TOR pathway AGP1-GFP in S. cerevisiae; S. cerevisiae AGP1-GFP multiplex flow cytometry, 3 h; GFP as percent of DMSO wells; AID 2066; GFP response vs DMSO, % at 10 µM; hit rate 0.02% among 320,000;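 active = GFP response relative to DMSO above a set limit, near screen average plus 3 SD, cut at about 150% in these data; inconclusive = fewer than 70 cells counted for the yeast strain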;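 also: median GFP channel fluorescence of the gated AGP1 strain per well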
# CR mimetic SO – yeast age-related superoxide inhibition as caloric restriction mimetic. superoxide response (% of plate mean), % at 10 µM. AID 2690. S. cerevisiae aged cells, superoxide DHE fluorescence; hits give low values. hit rate 0.18% among 330,000;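 active = superoxide response under a set limit, about three screen SD below normal, cut at about 65% in these data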;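 also: yeast aged for seven days with compound at 30 °C before DHE staining; 100% = average MFI of all compound-treated wells on the plate with controls excluded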
# CIT2-GFP yeast – alters CIT2-GFP fluorescence in TOR pathway yeast screen; S. cerevisiae CIT2-GFP strain, flow cytometry, 3 h; 100 means same as DMSO wells; GFP response vs DMSO, % at 10 µM; hit rate 0.065% among 320,000; AID 2029;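 active = GFP response relative to DMSO above a set limit, near the screen mean plus 3 SD, cut at about 150% in these data; inconclusive = Fewer than 70 cells measured for a yeast strain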;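 also: ratio of well median GFP fluorescence to mean of DMSO wells on the plate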
# An asterisk follows results filed as active; ? = inconclusive; / = not tested or not shown; [ ] = remark or other dose.
SMILES,RPL19A TOR yeast,AHR activator,MEP2 TOR yeast,LAP4 TOR yeast,Efflux pump mplx,AGP1 TOR yeast,CR mimetic SO,CIT2-GFP yeast
Cc1ccc(NC(=O)N2CCN(Cc3ccc4c(c3)OCO4)CC2)cc1,97.9,-1.1,97.3,94.6,-0.1,99.2,85.5,/
CC(=O)c1ccc(N2CCN(CC(=O)N(CC(C)C)c3c(N)n(CC(C)C)c(=O)[nH]c3=O)CC2)cc1,96.3,-0.6,99.2,86.6,-0.1,92.1,98.4,105.0
O=C(NC1(C(F)(F)F)N=C(c2ccccc2)NC1=O)c1ccccc1 (stereo not drawn),107.5,-0.8,102.8,86.1,-0.3,102.2,100.5,111.8
Cc1nn(-c2cc(N3CCCC3)ccc2[N+](=O)[O-])c(=O)c2ccccc12,102.5,4.7,105.2,99.1,0.0,105.6,112.3,111.7
COc1ccc(NC(=O)C2CCCN(S(=O)(=O)c3ccc(-n4cnnn4)cc3)C2)cc1 (stereo not drawn),99.9,4.7,100.1,97.7,0.2,100.6,101.7,96.0
Cc1ccc(C)c(NC(=S)NC23CN4CN(CN(C4)C2)C3)c1,111.3,-1.4,113.3,108.3,-0.1,128.2,97.3,108.5
Cc1cc(C)cc(OCC(=O)OCc2nnc(-c3ccccc3)o2)c1,94.6,3.8,87.9,105.6,0.0,95.2,106.2,83.8
O=C(NCCc1ccccc1)C1CCN(C2CCN(Cc3ccco3)CC2)CC1,94.4,0.6,101.5,95.3,-0.2,95.5,87.9,94.1
Cc1nc(SCc2ccccc2)nc2c1CCC2,92.1,0.3,98.4,105.9,0.1,95.9,99.2,86.6
CCOC(=O)c1ccc(NC(=O)CN2CCN(C(=O)C3CCCO3)CC2)cc1 (stereo not drawn),104.1[may fluoresce green],-0.5,110.8[may fluoresce green],106.4[may fluoresce green],0.1,100.9[may fluoresce green],98.3,105.0[may fluoresce green]
Cn1c(/N=C/c2ccc3c(c2)OCO3)nc2ccccc21,100.6,4.0,105.5,105.0,0.0,107.7,101.3,100.6
Cc1cc(O)c(NC(=O)c2cc([N+](=O)[O-])ccc2Cl)cc1C,96.1,36.6,95.2,105.4,-0.1,96.7,104.6,93.7
Cc1ccc(CCN2CC(C(=O)NCc3ccc4c(c3)OCO4)CC2=O)cc1 (stereo not drawn),95.3,1.0,95.3,86.5,-0.2,98.5,111.6,96.5
CCCCc1ccc(NC(=O)CSc2nc(=O)n(CCN3CCOCC3)c3c2CCC3)cc1,95.1,-0.9,101.9,99.8,0.8,92.1,101.0,90.2
COc1ccc(NC(=S)NCc2ccco2)c(OC)c1,101.8,3.9,118.0,109.9,0.1,101.3,91.8,103.5
O=C(CSc1nnc(-c2ccccc2)o1)N1CCCCC1,108.7,-2.7,101.6,101.1,0.1,97.6,88.7,98.8
Cc1cccc(N(C)S(=O)(=O)c2ccc3c(c2)NC(=O)CC(=O)N3)c1,103.6,1.1,113.6,99.6,-0.1,104.9,94.5,101.8
CC(=O)N1CC(=O)N(c2ccccc2)C1=O,103.8,-2.5,105.2,99.7,-0.2,102.0,99.3,104.3
N=c1n(Cc2ccc(Cl)cc2)c2ccccc2n1CC(O)c1ccco1 (stereo not drawn),92.1,2.0,87.6,?,-0.1,88.8,90.2,99.3
c1ccc(CCc2nn3c(-c4ccncc4)nnc3s2)cc1,99.9,7.2,101.0,99.2,-0.1,102.7,124.9,105.0
COc1ccc(CCNC(=O)CSc2nc(-c3ccco3)cc(C(F)(F)F)n2)cc1,99.4,-1.0,103.8,104.8,0.0,95.7,90.9,100.3
COc1cccc(C(=O)Nc2cc(=O)n(C)c(=O)n2C)c1,96.0,2.4,98.5,92.0,0.1,103.4,100.3,98.6
O=C(Nc1cccc(OCC(=O)N2CCOCC2)c1)c1ccc(C(F)(F)F)cc1,102.2,8.0,105.7,100.5,0.0,103.5,97.4,103.8
COc1cccc(-n2c(C)cc(/C=C3\C(=N)N4N=C(CC(=O)N5CCOCC5)SC4=NC3=O)c2C)c1,94.8,2.4,103.5,92.3,0.1,92.2,95.9,97.3
Cc1ccc(N2C(=O)CS(=O)(=O)CC2=O)cc1,107.1,-2.5,103.1,103.2,0.0,110.0,93.9,104.0
CC(NC(=O)c1ccc([N+](=O)[O-])o1)C1CC2CCC1C2 (stereo not drawn),99.8,-2.8,87.3,89.3,-0.1,96.3,116.2,97.7
Cn1nnnc1NCc1ccc(Cl)cc1,93.0,1.0,106.6,100.2,-0.2,92.8,96.4,75.9
CC(C)=CC1C(C(=O)Nc2ccc(Br)cn2)C1(C)C (stereo not drawn),102.0,3.8,110.7,117.5,0.0,108.3,103.0,113.3
CCn1c(NC(=O)c2ccccc2)nc2ccccc21,93.4,45.2,99.1,116.7,-0.1,95.7,104.7,83.1
Cn1cc(Br)c(C(=O)NC(=S)N2CCN(c3ccccn3)CC2)n1,102.1,2.5,101.5,97.5,0.4,97.8,67.4,95.6
Cc1cccc(OCC(=O)Nc2ccccc2F)c1,96.0,-0.8,103.2,99.3,-0.2,98.2,98.5,100.0
COC(=O)c1ccc2c(c1)C(=O)/C(=C/c1ccc(C)cc1)O2,98.5,3.7,102.5,102.5,1.7,103.8,74.4,102.2
O=C(CSCc1cc(=O)n2ccsc2n1)Nc1ccc(F)cc1,100.3,1.3,106.5,97.4,0.1,103.3,98.6,107.4
Cc1ccc(OC(C)C(=O)Nc2ccccc2C(=O)N2CCOCC2)cc1 (stereo not drawn),104.1,-1.5,101.4,92.5,0.1,101.6,102.8,104.6
CC1CCCN(C(=O)NC2CC(=O)N(c3ccc4c(c3)OCCO4)C2)C1 (stereo not drawn),98.6,-1.1,99.6,108.7,0.0,107.6,81.4,100.1
CC1CC(C)CN(S(=O)(=O)c2cccc3nonc23)C1 (stereo not drawn),100.6,5.4,96.2,98.3,0.0,99.3,98.6,91.7
COc1ccc(OCC(=O)Nc2ccc3c(c2)nc(CCN2CCOCC2)n3C)cc1,100.6,-1.1,118.5,110.7,0.0,109.8,101.2,107.7
COc1ccc(N(C(=O)C(C)C)S(=O)(=O)c2cccc([N+](=O)[O-])c2)cc1,100.9,0.2,94.6,98.9,-0.1,107.9,103.2,111.2
Cc1cc(=O)[nH]c(SCC(N)=O)c1C#N,90.6,2.0,101.6,86.3,-0.2,89.2,90.3,99.3
CCc1ccc(N(CC(=O)NCc2cccnc2)S(=O)(=O)c2ccccc2)cc1,102.6,4.4,107.6,96.7,0.0,98.2,120.5,100.9

# 2 of these compounds in another layout:
COc1ccc(CCNC(=O)CSc2nc(-c3ccco3)cc(C(F)(F)F)n2)cc1
  RPL19A TOR yeast: 99.4	AHR activator: -1.0	MEP2 TOR yeast: 103.8	LAP4 TOR yeast: 104.8	Efflux pump mplx: 0.0	AGP1 TOR yeast: 95.7	CR mimetic SO: 90.9	CIT2-GFP yeast: 100.3
COc1cccc(C(=O)Nc2cc(=O)n(C)c(=O)n2C)c1
  RPL19A TOR yeast: 96.0	AHR activator: 2.4	MEP2 TOR yeast: 98.5	LAP4 TOR yeast: 92.0	Efflux pump mplx: 0.1	AGP1 TOR yeast: 103.4	CR mimetic SO: 100.3	CIT2-GFP yeast: 98.6

# (further entries)
SMILES,RPL19A TOR yeast,AHR activator,MEP2 TOR yeast,LAP4 TOR yeast,Efflux pump mplx,AGP1 TOR yeast,CR mimetic SO,CIT2-GFP yeast
CCc1nnc(NC(=O)C(=O)NCCOC(=O)c2ccccc2)s1,94.9,-0.3,94.7,100.5,-0.1,90.8,109.7,104.1
Cn1c(N)c(C(=O)COC(=O)CCc2nc3ccccc3s2)c(=O)n(C)c1=O,96.5,-1.2,93.9,108.4,0.1,103.7,101.1,96.4
NC(=O)c1nsc(C(=O)N(c2ccc(F)cc2)C(C(=O)NC2CCCC2)c2ccncc2)c1N (stereo not drawn),91.6,4.7,94.6,92.3,-0.3,91.6,102.9,99.5
Cc1ccc(S(=O)(=O)Nc2nnc(CC(C)(C)C)s2)cc1,98.6,-0.4,102.2,89.2,-0.1,91.0,110.0,98.5
COC(=O)CNC(=O)c1cc(OC)cc(OC)c1,98.5,-0.7,97.8,99.5,-0.1,94.3,99.2,93.7
Cc1cc(C)n(-c2nc3ccccc3s2)n1,104.4,4.4,98.4,85.4,-0.1,98.6,95.3,104.6
Cc1cc(N2CCOCC2)n2ncc(-c3ccccc3)c2n1,/,46.2,98.6,113.1,-0.4,95.9,67.8,108.0
O=C(NC1CCN(Cc2ccccc2)CC1)c1ccc(N2CC3CC(C2)c2cccc(=O)n2C3)c([N+](=O)[O-])c1 (stereo not drawn),97.3,-0.9,92.1,91.9,0.1,93.3,89.3,102.6
COc1ccc(C)cc1S(=O)(=O)Nc1ccc(F)c(Cl)c1,90.2,0.3,89.1,93.8,0.1,89.5,97.3,85.7
Cc1cc(N2C(=O)C(O)=C(C(=O)c3ccco3)C2c2ccc([N+](=O)[O-])cc2)no1 (stereo not drawn),102.8,-2.2,111.2,105.9,0.0,107.0,107.1,/
Cc1sc2nc(SCC(=O)NCCOCCO)nc(N)c2c1C,92.8,24.8,105.2,94.0,-0.1,92.6,96.2,94.9
Cc1ccc(S(=O)(=O)N(C)C)cc1NC(=O)CCNC(=O)c1ccccc1Cl,99.3,0.2,101.4,104.7,0.1,99.2,93.2,92.1
CCn1cc(/C=N/NC(=O)c2ccc3c(c2)OCO3)c(C)n1,107.4,31.7,106.5,108.2,0.1,105.2,103.6,102.0
COc1ccccc1N1N=C(C(=O)c2ccccc2)C2C(=O)N(c3ccc(Br)cc3)C(=O)C21 (stereo not drawn),103.2,2.4,101.6,/,0.0,/,89.9,/
CC1=C(C)CC(C(=O)Nc2nc(-c3ccc(C)cc3C)c(C)s2)C(C(=O)O)C1 (stereo not drawn),103.9,-1.6,118.5,92.2,0.0,95.7,99.6,103.4
CC(=O)Nc1cc(N=Cc2ccc(O)cc2O)c(Cl)cc1Cl,93.2,5.0,103.5,87.2,-0.2,89.3,89.3,97.1
C/C=C/C(=O)OCC(=O)Nc1cc(OC)c([N+](=O)[O-])cc1C,96.6,7.3,93.1,105.5,0.1,104.1,100.1,95.6
CC(C)(CNc1ccc([N+](=O)[O-])cc1Cl)N1CCOCC1,100.4,-3.9,104.3,99.7,-0.1,103.1,83.5,110.5
CCOC(=O)c1cnc(SCc2nc(N)nc(Nc3ccc(C)cc3)n2)nc1N,94.7,21.3,96.5,100.4,0.2,104.9,102.4,93.4
COc1ccccc1C1Nc2ccccc2NC2=C1C(=O)CC(C)(C)C2 (stereo not drawn),37.5*[may fluoresce violet],0.2,627.4*[may fluoresce violet],95.2[may fluoresce violet],0.2,?,101.8,?
Cc1cccc(-n2cc3c(=O)n(C)c(=O)n(C)c3c2)c1,95.8,11.8,102.0,112.4,0.0,96.1,106.3,92.5
CCOC(=O)c1nnc2cc(-c3ccc(Br)cc3)nn2c1C,94.5,19.4,101.0,106.8,0.0,92.0,104.5,91.2
CC(C)(C)c1cc(C(=O)N/N=C/c2ccccc2O)n(-c2ccccc2)n1,105.7,4.8,102.9,91.0,-0.2,101.5,92.5,103.2
CC(C)[C@H](NS(=O)(=O)c1ccccc1)C(=O)Nc1ccccc1N1CCOCC1,101.4,0.6,103.6,96.1,-0.1,96.6,101.2,89.5
CC(NC(=O)COC(=O)c1ccccc1SCC(=O)N1CCCC1)c1ccccc1 (stereo not drawn),100.1,3.9,102.7,110.0,-0.1,104.0,102.5,96.4
O=C(CSc1ncn[nH]1)N/N=C/c1ccc(C(F)(F)F)cc1,98.0,7.8,103.6,97.0,-0.4,99.5,102.2,99.6
Cc1ccc(OCC(=O)Nc2ccc3c(c2)nc(CCN2CCC(C)CC2)n3C)cc1,97.7,-2.5,95.5,92.2,-0.2,98.9,106.1,105.2
COCCSc1ccccc1C(=O)NCCCn1ccnc1,100.8,3.7,99.1,94.0,-0.1,98.9,103.3,/

# Screening data deposited in PubChem BioAssay by several laboratories.
